M5 antag: antagonists of human muscarinic M5 receptor (CHRM5); P08912; CHO-hM5 cells, Fluo-8 calcium fluorescence, ACh EC80; inhibition, % at 3 µM; 360,000 tested, 0.59% active;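 active means inhibition above a per-plate cutoff, the mean of that plate's test compounds plus 3 SD, cut at about 27% in these data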;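 further: 0% = acetylcholine EC80 with DMSO and 100% = DMSO without agonist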
Target sequence (P08912 whole entry, looked up): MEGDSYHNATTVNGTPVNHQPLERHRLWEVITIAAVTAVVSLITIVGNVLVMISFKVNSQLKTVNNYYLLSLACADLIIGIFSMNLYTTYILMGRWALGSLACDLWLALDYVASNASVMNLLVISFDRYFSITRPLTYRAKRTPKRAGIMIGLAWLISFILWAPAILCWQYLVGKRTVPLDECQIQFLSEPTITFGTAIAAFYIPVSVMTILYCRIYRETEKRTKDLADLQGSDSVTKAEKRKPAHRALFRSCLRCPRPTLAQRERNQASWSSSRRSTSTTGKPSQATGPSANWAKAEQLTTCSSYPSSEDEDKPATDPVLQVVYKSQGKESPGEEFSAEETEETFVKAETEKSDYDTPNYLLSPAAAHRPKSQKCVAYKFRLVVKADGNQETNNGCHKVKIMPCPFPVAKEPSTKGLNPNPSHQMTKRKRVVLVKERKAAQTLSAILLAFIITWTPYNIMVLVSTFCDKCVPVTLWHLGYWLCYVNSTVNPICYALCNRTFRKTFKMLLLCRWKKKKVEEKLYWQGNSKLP
CHRM4 PAM: potentiates acetylcholine response at human M4 receptor; P08173; CHO-K1 hM4/Gqi5, Fluo-8 calcium fluorescence, ACh EC20; 0% = ACh EC20, 100% = maximal ACh; activation, % at 3 µM; 360,000 tested, 0.4% active; AID 624126;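 active means activation above its plate's cutoff, the mean activation of sample wells plus 3 SD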; further: some results filed as inactive read as strong as hits
Target sequence (P08173 whole entry, looked up): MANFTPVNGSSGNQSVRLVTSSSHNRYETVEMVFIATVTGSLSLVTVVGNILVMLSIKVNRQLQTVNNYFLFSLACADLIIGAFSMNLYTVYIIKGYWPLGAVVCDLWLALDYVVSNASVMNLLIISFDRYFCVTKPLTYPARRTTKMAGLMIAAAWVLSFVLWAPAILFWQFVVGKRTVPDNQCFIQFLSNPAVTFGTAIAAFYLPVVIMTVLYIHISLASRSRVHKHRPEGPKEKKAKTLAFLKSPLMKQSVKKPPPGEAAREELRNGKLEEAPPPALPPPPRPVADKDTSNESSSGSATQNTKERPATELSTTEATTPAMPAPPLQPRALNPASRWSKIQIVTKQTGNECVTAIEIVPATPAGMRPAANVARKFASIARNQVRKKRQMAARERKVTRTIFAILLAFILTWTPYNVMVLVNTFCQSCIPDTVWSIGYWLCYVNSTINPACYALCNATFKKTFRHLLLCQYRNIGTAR
CRFBP-R2 agonist: CRF-BP/CRF-R2 complex agonism | HEK293 CRF-R2/CRF-BP, calcium dye fluorescence (FLIPR); percent of saturating CRF peptide response | activation, % at 13.2 µM | 350,000 tested, 0.46% active | AID 588473;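 active means activation of at least 50%, plus an integration ratio under a set limit after plate pattern correction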;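 further: plate controls were neutral control wells without compound for no effect and CRF at EC100 for full effect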
M4 antag: antagonists of human muscarinic M4 receptor (CHRM4). P08173. CHO-hM4 cells, ACh EC80, Fluo-8 calcium fluorescence. inhibition, % at 3 µM. 360,000 tested, 0.73% active. AID 624125;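 active means inhibition above its plate's cutoff, the mean inhibition of sample wells plus 3 SD, cut at about 27% in these data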;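 further: 0% = acetylcholine EC80 with DMSO and 100% = DMSO without agonist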
M5 PAM: positive allosteric modulators of human muscarinic M5 receptor; CHO-K1 hM5, Fluo-8 calcium, ACh EC20 PAM; 0% = ACh EC20, 100% = ACh EC100; activation, % at 3 µM; 360,000 tested, 0.3% active; AID 624038;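 active means activation above the run cutoff, the mean activation of all test compounds plus 3 SD, cut at about 18% in these data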
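Replicates: One well per compound, no replicates | System: Human M5 receptor in CHO-K1 cells | Benchmarks: Low control EC20 acetylcholine (0%), high control EC100 acetylcholine (100%) | Probe or stimulus: Acetylcholine, EC20 level | Times: Fluo-8 loading 80 min at 37 °C plus 30 min room temperature | Signal: Intracellular calcium via Fluo-8 fluorescence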
M4 ag: CHRM4 agonism in calcium assay. P08173. CHO-K1 hM4/Gqi5, Fluo-8 calcium fluorescence; vehicle 0%, full acetylcholine response 100%. activation, % at 3 µM. 360,000 tested, 0.14% active. AID 624127;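 active means activation above the run mean over all test wells plus 3 SD, cut at about 32% in these data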;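 further: peak over basal fluorescence ratio per well then scaled between controls; 0% = DMSO wells and 100% = acetylcholine at EC100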
CRFBP-R2 block: blocks CRF-induced signaling of the CRF-BP/CRF-R2 complex. HEK293 CRF-R2/CRF-BP, CRF-induced calcium fluorescence. inhibition, % at 11.8 µM. 350,000 tested, 0.59% active. AID 588475;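 active means inhibition of the ligand-induced calcium signal above about 50% at the single tested concentration, limit read from the data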
IDE inh: inhibits human insulin-degrading enzyme in HEK cells; AID 434962; 320,000 tested, 0.41% active; FAbetaB cleavage, fluorescence polarization; inhibition, % at 5.59 µM;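 active means percent inhibition above the average of all tested compounds plus 3 SD, set per screening campaign, cut at about 16% in these data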;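 further: IDE supplied by intact live HEK cells; FP after avidin binding of uncleaved biotin substrate so inhibition keeps polarization high; 0% = DMSO wells and 100% = 60 µM reference IDE inhibitor Ii1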
CHRM5 agonist: agonists of human muscarinic M5 receptor (CHRM5); P08912; CHO-K1 hM5 cells, Fluo-8 calcium fluorescence; 0% DMSO wells, 100% maximal acetylcholine response; activation, % at 3 µM; 360,000 tested, 0.19% active;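 active means activation above the run's mean over test compounds plus 3 SD, cut at about 23% in these data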;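 further: signal is peak over basal fluorescence ratio across the kinetic read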
* hit, by the source's call; nt = no result given. Outcome played no part in choosing rows (roughly 2.9% active in at least one column).

CRFBP-R2 block,M5 antag,M4 ag,CHRM5 agonist,IDE inh,M4 antag,CRFBP-R2 agonist,CHRM4 PAM,M5 PAM,smiles
-2,-3,0,-1,-2,8,-0.5,-8,5,CCCc1cc(C(=O)OC)c2ccccc2n1
19,10,3,-2,5,5,49,5,-7,CCOC(=O)C1=C(C)NC(SCC(N)=O)=C(C#N)C1c1cccs1 (stereo not given)
-9,-1,1,1,3,-7,0.5,9,4,O=C(NCc1ccco1)C1CC(=O)N(CCc2ccccc2)C1 (stereo not given)
-12,-8,1,-1,1,2,0.9,11,-2,COc1cc(S(=O)(=O)N2CCCCC2)ccc1NC(C)=O
5,1,4,1,2,4,-2.2,3,-10,Cc1ccc(OCCSCc2nc3ccccc3[nH]2)cc1
136*,-1,-2,-4,1,-3,-3.3,-3,1,COc1ccc(C2c3c(-c4ccccc4O)n[nH]c3C(=O)N2Cc2ccco2)cc1 (stereo not given)
-6,2,2,-1,7,1,0.5,4,0,CCC(=O)Nc1cccc(-c2cn3ccccc3n2)c1
14,1,4,-4,1,5,0.1,-3,-3,CCOC(=O)C1CCCN(S(=O)(=O)c2ccc(NC(C)=O)cc2)C1 (stereo not given)
nt,0,21,4,nt,-9,nt,-12,-11,O=C1Nc2ccccc2N=C(c2ccccc2)C1N(Cc1ccc(F)cc1)C(=O)c1cccnc1 (stereo not given)
-4,1,1,1,nt,-13,-1.0,1,-4,COc1ccc(S(=O)(=O)N2CCCOC2CNC(=O)C(=O)NCCO)cc1 (stereo not given)
11,13,10,5,2,-8,0.9,-11,-14,c1ccc(CCNc2ncnc3sccc23)nc1
nt,4,0,-1,nt,-1,nt,0,1,CCc1nc2ccc(C(=O)N3CCCCC3)cn2c1N(CCC(C)C)CCN(C)C
43,-5,1,-1,3,-2,0.9,-1,4,CCN(CC)CCN(C(=O)c1ccc(CN2CCCCC2)o1)C(C(=O)NC1CCCCC1)c1ccc(F)cc1 (stereo not given)
8,1,5,-4,1,-5,-0.4,-8,2,O=C1c2ccccc2C(=O)N1CC(O)COc1ccc(Br)cc1 (stereo not given)
21,1,6,2,3,-8,5.4,-5,-2,CCOC(=O)Cn1c(=O)oc2cc(S(=O)(=O)N3CCCc4ccccc43)ccc21
11,9,3,0,6,-2,-0.8,-5,-8,Cc1cnc(NC(=O)CSc2nnc(-c3ccccc3)n2Cc2ccccc2)s1
-9,2,2,0,5,-4,-2.7,-5,5,COc1ccc(/C=N/NC(=O)CSCC(=O)Nc2ccccc2)cc1
-14,7,1,-2,-3,7,-2.4,5,-8,CC1CCN(C(NC(=O)c2ccco2)C(=O)c2ccccc2)CC1 (stereo not given)
5,0,3,1,-3,5,0.1,4,-1,Cc1cc(/C=C(\C#N)C(=O)Nc2ccc(Cl)cc2)c(C)n1-c1ccc(N2CCOCC2)c([N+](=O)[O-])c1
-1,26,1,1,nt,-3,2.8,2,-6,CCCc1c(C(=O)N/N=C(\CC)c2ccccc2)nnn1-c1nonc1N
12,11,5,-4,0,-4,2.5,6,2,COc1ccccc1C(=O)Nc1cc(C)ccc1NC(=O)c1ccco1
0,4,14,-1,-2,-24,-2.3,-10,-10,COc1ccc(-n2c(=S)[nH]c3cc(C(=O)NCc4ccccc4)ccc3c2=O)c(OC)c1
0,14,9,0,2,11,2.7,-12,-12,O=C(Nc1ccc(Cl)c(Cl)c1)C1=Cc2ccccc2OC1
-33,5,25,12,54*,10,30,-7,3,Cc1ccc(NC(=O)Cn2sc3nc(C)cc(C)c3c2=O)c(Cl)c1
3,11,6,9,-5,4,-0.2,-1,-15,COc1ccc(NS(=O)(=O)c2ccc3c(c2)Cc2ccccc2-3)cn1
-1,-1,0,-4,nt,3,-1.0,-1,2,C#CCOCCOCCOCCNc1nc(N2CCN(C(=O)Cn3cc(CCO)nn3)CC2)nc(N2CCN(C(=O)[C@H]([C@@H](C)CC)n3cc(CCCN=C(N)N)nn3)CC2)n1
1,-9,2,0,-3,-17,-1.1,3,1,COc1cccc(CNC(=O)Cc2ccc(NC(=O)C3=C(C)OCCS3)cc2)c1
-6,11,2,-4,-5,-1,-2.0,0,7,CCn1c(Cc2ccccc2)nnc1SCC(=O)Nc1ccccc1F
4,-5,1,3,4,4,2.8,-2,-4,Cc1cccc(-c2nnc(NC(=O)c3ccc(N4C(=O)CCC4=O)cc3)s2)c1
2,0,0,-3,4,-7,-0.5,3,-4,CCc1ccc(NC(=O)CN2C(=O)CSC2=O)cc1

Nothing new here: 4 of the compounds above.
CRFBP-R2 block,M5 antag,M4 ag,CHRM5 agonist,IDE inh,M4 antag,CRFBP-R2 agonist,CHRM4 PAM,M5 PAM,smiles
1,-9,2,0,-3,-17,-1.1,3,1,COc1cccc(CNC(=O)Cc2ccc(NC(=O)C3=C(C)OCCS3)cc2)c1
-6,11,2,-4,-5,-1,-2.0,0,7,CCn1c(Cc2ccccc2)nnc1SCC(=O)Nc1ccccc1F
4,-5,1,3,4,4,2.8,-2,-4,Cc1cccc(-c2nnc(NC(=O)c3ccc(N4C(=O)CCC4=O)cc3)s2)c1
2,0,0,-3,4,-7,-0.5,3,-4,CCc1ccc(NC(=O)CN2C(=O)CSC2=O)cc1

(continued)
CRFBP-R2 block,M5 antag,M4 ag,CHRM5 agonist,IDE inh,M4 antag,CRFBP-R2 agonist,CHRM4 PAM,M5 PAM,smiles
16,-3,0,2,-1,-2,-3.6,-4,-4,COc1ccc(C2CC(=O)N3CN(c4ccccc4F)CSC3=C2C#N)cc1OC (stereo not given)
-5,6,-1,-3,nt,-11,-1.6,4,9,O=C(c1ccc(F)cc1F)N1CCCc2ccccc21
12,7,0,2,1,10,-3.5,14,5,COc1ccc(CCNC(=O)CN2CCN(Cc3ccccc3F)C2=O)cc1OC
-10,8,1,-1,5,1,-0.9,3,0,Oc1ccccc1/C=N/NC(=S)NC1CC2C=CC1C2 (stereo not given)
2,-2,0,-5,2,3,0.4,3,-2,Cc1ccc(C(=O)NC2CC(C)(C)NC(C)(C)C2)cc1C
1,2,3,1,4,4,-0.3,0,-3,O=C(Nc1cccc(S(=O)(=O)N2CCCCCC2)c1)C1CCC1
15,0,0,-4,-1,-3,-1.2,12,5,CN=C1C([N+](=O)[O-])=CC=C2C1=NC1(CCCCC1)N2O
nt,11,-3,-3,nt,9,nt,-16,-12,O=C(OCc1ccccc1)N1CCCCC1c1c(Cl)cccc1Br (stereo not given)
-14,3,0,2,3,-4,-1.0,8,0,CCOC(=O)C1C(=O)CC(C)(O)C(C(=O)OCC)C1c1ccc2c(c1)OCO2 (stereo not given)
15,0,0,2,3,15,-1.0,10,8,O=C(CNC(=O)c1ccco1)OCC(=O)c1ccc(Cl)cc1Cl
0,5,8,1,2,-3,-0.4,0,-3,COc1ccc(OC)c(CN2CCN(C(=O)c3cccc(S(=O)(=O)Nc4ccccc4OC)c3)CC2)c1
9,5,0,0,8,10,-1.6,2,-3,COc1ccc(-n2c(C(C)(C)C)csc2=Nc2c(C)n(C)n(-c3ccccc3)c2=O)cc1
-3,8,0,-5,-2,2,-0.6,-1,-3,Cc1c(C(=O)N2CC[C@@H](N3CCC(O)CC3)[C@H](O)C2)[nH]c2ccc(Cl)cc12
-58,7,3,0,5,4,0.5,1,4,COc1ccc(COC(=O)C2=C(C)NC(=O)NC2c2cc(OC)ccc2OC)cc1 (stereo not given)
3,1,1,2,nt,-3,0.7,-1,0,Cc1ccccc1Nc1nnc(SCC(=O)c2c(N)n(C3CC3)c(=O)[nH]c2=O)s1
nt,-6,0,-1,nt,-15,nt,1,-11,Cc1ccc(-c2nc3ccc(C)cn3c2Cc2cccc(Cl)c2)cc1
-116,-6,5,2,nt,-2,4.7,-4,3,CCOC(=O)c1c2c3c(c(Cl)ccc3[nH]c1=O)C(=O)c1ccccc1-2
7,6,2,-4,5,-9,-2.8,-7,-8,Cc1ccccc1Nc1nnc(SCC(=O)NCc2cccs2)s1
4,4,1,-2,-2,-8,-1.6,7,5,c1ccc2oc(-c3ccc4nc[nH]c4c3)nc2c1
-23,3,1,-3,9,-1,0.3,1,-8,CCN(CC)C(=O)CCNS(=O)(=O)c1ccc(C)cc1
-28,-7,1,-1,0,-1,24,2,14,Cc1cccc(NC(=O)C2=C(O)c3ccccc3N(C)S2(=O)=O)c1
1,3,2,0,-1,-4,-0.5,12,0,CC(C)C1C(C#N)=C(N)Oc2n[nH]c(-c3ccccc3)c21 (stereo not given)
-20,4,2,1,-3,3,-0.9,12,-3,CCOc1cc(/C=C2\C(=O)N(c3nc(-c4ccc(Br)cc4)cs3)N=C2c2ccccc2)ccc1O
-6,-3,7,1,5,6,-0.9,-4,-4,O=C(Nc1cccc(C(F)(F)F)c1)C1CCN(S(=O)(=O)c2cccnc2)CC1
-1,-4,1,-1,-2,-6,-1.7,6,0,O=C(O)c1cccc(NS(=O)(=O)c2cccc3nsnc23)c1
nt,2,0,-2,nt,-16,nt,-8,-6,CCc1ccc(OC2(C)CCN(Cc3ccc(SC)cc3)C2)cc1 (stereo not given)
-5,8,1,-2,-4,-3,0.7,6,6,CCN1C(=O)[C@H]2[C@@H](c3ccc(-c4ccccc4)cc3)N[C@@](CC(C)C)(C(=O)OC)[C@H]2C1=O
-12,-3,2,-1,-2,-8,1.1,14,1,COc1ccc(NC(=O)CSc2nc3ccc(OC)cc3[nH]2)cc1
nt,-2,1,3,nt,-21,nt,16,-3,CCCN(C)C[C@H]1OCc2cnnn2CCCC(=O)N([C@H](C)CO)C[C@@H]1C
-2,-3,0,-2,8,-7,0.9,-5,0,COc1cc(/C=C(\NC(C)=O)C(=O)NC(C)(C)CC(C)(C)C)ccc1OC(C)=O
-44,7,11,0,4,-8,3.8,-1,0,COc1cc(CNC2CCCC2)c(Br)cc1OCc1ccccc1
2,12,1,-1,-1,-9,-0.8,2,2,Cc1cc[n+](Cc2ccc([N+](=O)[O-])cc2)cc1
-3,13,1,-4,7,-18,-0.3,4,-6,CCn1nc(NS(=O)(=O)c2ccc(NC(C)=O)cc2)c2cc3ccccc3nc21
7,-6,1,-2,-8,-11,-0.4,14,5,CC(C)(C)c1nnc(NC(=O)c2cccnc2)s1
9,-8,3,2,1,-8,-3.3,8,3,Brc1ccc2c(c1)OCCOCCOCCOCCOCCOCCO2
39,5,1,-3,-2,2,-2.8,4,1,CCCC12CN3CC(C)(CN(C1)C3c1ccc(OC)cc1)C2=O (stereo not given)
-8,0,-1,0,1,3,2.1,5,2,Cc1[nH]c2ccccc2c1C(=O)CSCC(=O)O
-8,3,1,0,nt,-9,-0.1,3,-1,COC(=O)[C@@H](NS(=O)(=O)c1ccc(F)cc1Br)C(C)C
6,10,1,-5,-9,-1,-0.3,-2,-10,C/C(=N\Nc1nc(C)cc(C)n1)c1ccc(C)o1
10,2,-2,-6,2,-5,3.5,-5,-3,O=C(NC(=S)NCc1ccccc1)c1ccc(Br)cc1
15,2,0,0,-6,-3,-0.8,7,5,Cc1ccc(C(=O)NCC2CCCN2S(=O)(=O)c2ccc(C)cc2)cc1 (stereo not given)

High-throughput results from PubChem BioAssay.
